# Kir21 inh: Kir2.1 (mouse) channel inhibition | 310,000 tested, 0.85% active | AID 1672 | B-score at 10 µM | P35561 | HEK293-Kir2.1, FluxOR thallium flux fluorescence; active compounds read low;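 active = fluorescence ratio B-score at or below minus 3 SD of library scores, with starting-brightness B-score within 2 SD, cut at about -4.2 in these data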;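 note: channel flux triggered by added potassium and thallium sulfate stimulus; B-score of peak minus minimum fluorescence over baseline after thallium stimulus; more negative B-score means stronger Kir2.1 block with less thallium influx; some compounds called inactive have numbers as strong as hits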
# KCNQ2 block: KCNQ2 channel blockers in CHO-K1 cells – cell-based, FluxOR thallium flux, B-score, primary screen (AID 2156); B-score at 10 µM; O88943; 310,000 tested, 1.1% active; 20 min; active compounds read low;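 active = fluorescence ratio B-score at most minus 3 library SDs, with starting brightness B-score within 2 library SDs, cut at about -5.5 in these data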
# Target sequence (O88943 whole entry, looked up): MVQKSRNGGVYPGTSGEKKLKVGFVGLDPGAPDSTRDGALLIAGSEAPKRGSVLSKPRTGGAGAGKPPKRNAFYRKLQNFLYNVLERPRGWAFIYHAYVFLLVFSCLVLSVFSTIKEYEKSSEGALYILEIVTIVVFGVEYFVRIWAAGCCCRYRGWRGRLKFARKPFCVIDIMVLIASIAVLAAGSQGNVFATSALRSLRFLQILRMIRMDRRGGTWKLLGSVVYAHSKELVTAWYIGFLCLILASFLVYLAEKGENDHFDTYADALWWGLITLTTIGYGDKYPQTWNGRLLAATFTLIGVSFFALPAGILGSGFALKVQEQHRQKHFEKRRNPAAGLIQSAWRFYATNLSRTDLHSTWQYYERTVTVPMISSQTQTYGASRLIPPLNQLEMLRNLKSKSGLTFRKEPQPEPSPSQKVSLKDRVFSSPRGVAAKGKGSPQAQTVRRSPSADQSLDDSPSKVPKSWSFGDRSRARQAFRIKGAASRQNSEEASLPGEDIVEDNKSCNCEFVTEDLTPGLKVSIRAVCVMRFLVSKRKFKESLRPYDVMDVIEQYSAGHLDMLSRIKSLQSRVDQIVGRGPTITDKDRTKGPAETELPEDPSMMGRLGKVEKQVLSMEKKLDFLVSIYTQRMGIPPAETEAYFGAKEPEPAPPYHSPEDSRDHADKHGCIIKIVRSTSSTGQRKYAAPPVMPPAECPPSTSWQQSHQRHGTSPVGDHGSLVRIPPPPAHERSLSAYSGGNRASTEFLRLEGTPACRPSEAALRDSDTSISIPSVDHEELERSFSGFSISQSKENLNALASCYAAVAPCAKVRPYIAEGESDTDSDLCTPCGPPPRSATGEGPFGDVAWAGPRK
# * hit, by the source's call; i = inactive. Rows are unselected; any-hit rate near 1.9%.
no. | mol | Kir21 inh | KCNQ2 block
1 | COc1ccc(C=O)cc1Cn1c(C)cc(C)c(C#N)c1=O | 0.2 | i
2 | O=S(=O)(NCc1ccccc1)c1cccc2nonc12 | -0.37 | i
3 | CN(C(=O)CSc1ncccn1)C1CCS(=O)(=O)C1 (stereo unspecified) | -0.37 | i
4 | O=C(CNC(=O)c1ccco1)N=Nc1c(O)[nH]c2ccc(Br)cc12 | -0.85 | i
5 | Cc1ccc(C)c(NC(=O)c2nnn(Cc3ccccc3C)c2N)c1 | 0.22 | i
6 | COc1ccc(C(c2nnnn2CCc2ccccc2)N2CCN(C3CCCC3)CC2)cc1 (stereo unspecified) | -3.8 | i
7 | CCC(CCC(=O)Nc1cccc([N+](=O)[O-])c1)C(=O)O (stereo unspecified) | -0.55 | i
8 | CNC(=O)c1[nH]cnc1C(=O)N[C@@H](CC(C)C)C(=O)OCc1ccccc1 | 0.04 | i
9 | CCn1c2c(c(=N)c3ccccc31)CCC2 | 0.01 | i
10 | Cc1ccc2cc(CN(Cc3ccco3)C(=S)NCC3CCCO3)c(=O)[nH]c2c1C (stereo unspecified) | 1 | i

no. | mol | Kir21 inh | KCNQ2 block
11 | CC(C)C(=O)Nc1ccc(NC(=O)c2ccc(COc3ccccc3)cc2)cc1 | -0.63 | i
12 | Cc1ccc(NC2=NC(c3ccc(F)cc3)n3c(nc(C)cc3=O)N2)c(C)c1 (stereo unspecified) | 0.26 | i
13 | O=C(CSCc1ccc(F)cc1)NCc1ccco1 | -0.22 | i
14 | CCNC(=S)NS(=O)(=O)c1ccccc1 | -0.08 | i
15 | O=C(Cn1c(=O)[nH]c2ccccc2c1=O)Nc1cccnc1 | -1.8 | i
16 | N#C/C(=C\c1ccc[nH]1)S(=O)(=O)c1ccccc1 | -0.21 | i
17 | O=C1CC(Cc2ccccc2)C(=O)N1c1ccccn1 (stereo unspecified) | -0.23 | i
18 | Cc1nc(NC(=O)CC(C)C)sc1-c1csc(Nc2ccc(Cl)cc2)n1 | 0 | i
19 | COc1ccccc1NC(=O)C(C)OC(=O)c1nc2nc(C)cc(C)n2n1 (stereo unspecified) | -0.2 | i
20 | COc1ccc(OC(C)C(=O)N2CCC(C)CC2)cc1 (stereo unspecified) | -0.07 | i

no. | mol | Kir21 inh | KCNQ2 block
21 | O=C(N/N=C/c1cccc(C(F)(F)F)c1)c1cc2c(s1)-c1ccccc1CC2 | 0.05 | i
22 | CC(=O)c1c(O)cc(=O)oc1-c1ccc(C)cc1 | -0.4 | i
23 | Cc1cccc(-n2cc[nH]c2=S)c1C | 0.21 | i
24 | CCOC(=O)N1CCC(NC(=O)c2ccc(CS(=O)c3cccc(C)c3)o2)CC1 (stereo unspecified) | 2.1 | i
25 | O=C(c1cccnc1)N1CCN(c2c(Cl)cccc2[N+](=O)[O-])CC1 | -0.11 | i
26 | Cc1cc(NS(=O)(=O)c2ccc(NC(=S)NC(=O)c3ccc(Br)cc3)cc2)no1 | -0.34 | i
27 | CCN(CC)C(=O)CSc1nc2c(sc(=S)n2-c2ccccc2)c(=O)n1-c1ccccc1OC | -0.15 | i
28 | COc1ccc(C(=O)CSc2nnc(CNC(=O)c3ccccc3)n2C)cc1 | -0.66 | i
29 | Cc1sc2nc(SCc3nc4ccccc4[nH]3)n(Cc3ccco3)c(=O)c2c1C | 1.4 | i
30 | O=C(Nc1ccccc1)c1ccc(S(=O)(=O)NCC2CCCO2)cc1 (stereo unspecified) | 0.2 | i

no. | mol | Kir21 inh | KCNQ2 block
31 | CC(C)c1ccc(-c2nnn(Cc3nc4ccccc4s3)n2)cc1 | 0.16 | i
32 | COc1ccc(N2CCN(C(=O)[C@H](Cc3c[nH]c4ccccc34)NC(C)=O)CC2)cc1 | 0.07 | i
33 | O=S(=O)(Nc1nc2ccccc2nc1Cl)c1ccccc1 | -0.86 | i
34 | CSc1nsc(SCC(=O)Nc2ccccc2F)n1 | 0.8 | i
35 | Cc1ccc(-c2nnc(SCC(=O)N3CC(C)CC(C)C3)o2)cc1C (stereo unspecified) | -1.6 | i
36 | COc1cccc(NC(=O)CN(C)C(=O)c2ccccc2OCc2c(C)noc2C)c1 | 0.29 | i
37 | COc1cc(-c2nc3cnccn3c2Nc2c(C)cccc2C)ccc1O | -0.01 | i
38 | O=C(CCN1CCN(c2ccc(Cl)cc2)CC1)Nc1ccccc1F | 0.5 | i
39 | O=C(NCCO[N+](=O)[O-])c1cccnc1 | -0.01 | i
40 | CN(C)c1ccc(NC2=C(Cl)C(=O)c3ccccc3C2=O)cc1 | 0.74 | i

no. | mol | Kir21 inh | KCNQ2 block
41 | O=C(CSc1n[nH]c(=O)n1C1CC1)Nc1ccccc1 | -1.7 | i
42 | Cc1ccc(CNS(=O)(=O)c2c(C)[nH]c(=O)[nH]c2=O)cc1 | -0.32 | i
43 | O=C(Nc1ccc(S(=O)(=O)N2CCCCC2)cc1)c1ccccc1Cl | 1.3 | i
44 | O=C(CN1CCN(C(c2ccccc2)c2ccccc2)CC1)N1N=CCC1c1ccccc1 (stereo unspecified) | 0.01 | i
45 | O=C(C[n+]1ccc(C(=O)N/N=C/c2ccc(O)cc2)cc1)c1ccccc1 | -1.9 | i
46 | CS(=O)(=O)C1=NN2C(=N)/C(=C\c3ccc(OC(=O)c4ccco4)cc3)C(=O)N=C2S1 | 0.16 | i
47 | Cc1cccc(C)c1OCC(C)N (stereo unspecified) | -0.09 | i
48 | COc1ccc(S(=O)(=O)NC2CC(=O)N(c3ccc4c(c3)OCCO4)C2)cc1 (stereo unspecified) | 0.69 | i
49 | COCCCn1c(SCC(=O)N2CCOCC2)nc2ccccc2c1=O | 0.35 | i
50 | Cc1occc1C(=O)N1N=C(C2CC2)CC1(O)C(F)(F)F (stereo unspecified) | -0.2 | i

no. | mol | Kir21 inh | KCNQ2 block
51 | COCCNS(=O)(=O)c1ccccc1 | 0.73 | i
52 | O=C(O)CCC(=O)N1CCc2cc(S(=O)(=O)NCc3cccs3)ccc21 | -1.1 | i
53 | CC1CCCN(Cc2nc3c(c(=O)n(C)c(=O)n3C)n2CCc2ccccc2)C1 (stereo unspecified) | 1.1 | i
54 | CN(CCCCOc1ccc(F)cc1)Cc1ccccc1 | -0.01 | i
55 | Cn1c(C(=O)O)cc2c(=O)n3ccccc3nc21 | 0.27 | i
56 | O=C(O)C1CCC(N2C(=O)c3c(Cl)c(Cl)c(Cl)c(Cl)c3C2=O)CC1 (stereo unspecified) | 0.15 | i
57 | Fc1ccccc1-c1csc(=Nc2cccnc2)n1CCCn1ccnc1 | -1.1 | i
58 | O=C(O)CC1NC(=O)N(c2ccccc2)C1=O (stereo unspecified) | -1.6 | i
59 | Cc1ccc(Nc2cc(C)nc3ccccc23)c(C)c1 | -3.5 | i
60 | O=C(Nc1cccc2nsnc12)c1cccnc1Cl | 0.01 | i

no. | mol | Kir21 inh | KCNQ2 block
61 | O=C1C2CC=CCC2C(=O)N1c1ccc(Cc2ccncc2)cc1 (stereo unspecified) | 0 | i
62 | CC(=O)Nc1ccc(NC(=O)C(C)OC(=O)c2ccccc2Sc2ccccc2C#N)cc1 (stereo unspecified) | -2.8 | i
63 | Cc1cccc2cc(CN(CC3CCCO3)C(c3nnnn3Cc3ccco3)C(C)C)c(=O)[nH]c12 (stereo unspecified) | 0.74 | i
64 | Cc1ccc(/C=C/C(=O)Nc2ccc(S(N)(=O)=O)cc2)o1 | -1.4 | i
65 | CCN1C(=O)C(C)S/C1=N\S(=O)(=O)c1ccc(Cl)s1 (stereo unspecified) | -0.75 | i
66 | CCO[C@@H]1OC(C(=O)N2CCN(C)CC2)=C[C@H](c2coc3ccccc3c2=O)[C@H]1CCCO | -0.07 | i
67 | Cc1ccc(C(=O)N2CCCC2)c(F)c1F | -0.3 | i
68 | Cc1cc2cccc(C)c2nc1SCC(=O)NC1CCCCC1 | -0.29 | i
69 | O=C(NCCc1c[nH]c2ccccc12)c1cc2ccccc2oc1=O | -0.07 | i
70 | Cc1c(C(=O)N2CCCCC2)nn(-c2ccc(Cl)cc2)c(=O)c1C#N | -1 | i

no. | mol | Kir21 inh | KCNQ2 block
71 | CC(C)[C@H](NC(=O)N1CC(=O)Nc2ccccc21)C(=O)Nc1nccs1 | -0.46 | i
72 | COc1cccc(CNC(=S)Nc2ccc(Cl)cc2C)c1 | -0.64 | i
73 | CCCOC(=O)c1ccc(NC(=O)c2ccccc2OC)cc1 | 2.5 | i
74 | CC(C)CCNC(=O)C(c1ccc(O)cc1)N(Cc1cccs1)C(=O)C1COc2ccccc2O1 (stereo unspecified) | -1.2 | i
75 | O=C1Nc2ccccc2C1C(C[N+](=O)[O-])c1ccccc1 (stereo unspecified) | 0.33 | i
76 | COc1cccc(N(CC(=O)N2CCN(C)CC2)S(=O)(=O)c2ccccc2)c1 | -0.58 | i
77 | CCCS(=O)(=O)c1nc(S(=O)(=O)c2ccc(C)cc2)c(N2CC(C)OC(C)C2)s1 (stereo unspecified) | 0.06 | i
78 | Cc1ccccc1N1CCN(S(=O)(=O)c2nnc(NC(=O)c3ccc(F)cc3)s2)CC1 | 0.02 | i
79 | O=c1[nH]c2c(cnn2-c2ccc(Cl)cc2)c(=O)n1-c1cccc(Cl)c1 | 3 | i
80 | Cc1ccc(SC(C)C(=O)Nc2ccncc2)cc1 (stereo unspecified) | -0.26 | i

no. | mol | Kir21 inh | KCNQ2 block
81 | Cc1cc(C)cc(Oc2nn[nH]n2)c1 | 0.94 | i
82 | CC(O)c1nc2ccccc2n1CCOc1ccccc1 (stereo unspecified) | 0.21 | i
83 | COc1ccc(CC(=O)OCC(=O)c2ccc(OC)cc2)cc1 | 3.4 | i
84 | CCOC(=O)c1cnc(SCc2nc(N)nc(Nc3ccc(OC)cc3)n2)nc1N | -3.2 | i
85 | CSc1nc(N)c2c(C)c(C)sc2n1 | -0.23 | i
86 | CN1CCN(C(=O)C23CC4CC(C)(CC(C)(C4)C2)C3)CC1 | -1.2 | i
87 | COc1ccc(S(=O)(=O)CC(=O)Nc2ccccc2Cl)cc1 | 0.08 | i
88 | Cc1cc(OCc2nn[nH]n2)c2c(-c3ccccc3)cc(=O)oc2c1 | -1.9 | i
89 | O=S(=O)(NCC1CCCO1)c1ccc(S(=O)(=O)N(Cc2ccc(F)cc2)Cc2ccccn2)cc1 (stereo unspecified) | -0.81 | i
90 | CCc1c(C)nc2ncnn2c1N1CCCC(C(=O)NCc2cccs2)C1 (stereo unspecified) | 0.8 | i

no. | mol | Kir21 inh | KCNQ2 block
91 | O=C(CCNc1ccc(Cc2ccncc2)cc1)c1ccc([N+](=O)[O-])cc1 | -0.94 | i
92 | COc1ccc(NC(=O)c2ccco2)cc1NC(=O)COc1ccccc1 | 2 | i
93 | Fc1ccc2[nH]c3c(N4CCSCC4)ncnc3c2c1 | 0.61 | -10*
94 | COc1cccc(NC(=O)Cn2c(CCC(=O)O)ccc2-c2ccc(Cl)cc2)c1 | -2.1 | i
95 | CN1C2CCC1CC(NC(=O)c1ccc(Cl)cc1)C2 (stereo unspecified) | 3.1 | i
96 | Clc1ccc(-c2nc3cnccn3c2NC2CCCC2)cc1 | 0.07 | i
97 | CCCCCn1c(NC(=O)c2ccco2)c(S(=O)(=O)c2ccc(C)cc2)c2nc3ccccc3nc21 | -1.1 | i
98 | CCc1cccc(C)c1N1C(=O)CN(Cc2ccccc2)C1=S | -1.1 | i
99 | CCOCCCN(C(=O)Cn1nnc2ccccc21)C(C(=O)NCc1ccco1)c1ccncc1 (stereo unspecified) | -1.3 | i
100 | CCN(CC)CCNC(=O)C1c2ccccc2Oc2ccccc21 | 0.24 | i

no. | mol | Kir21 inh | KCNQ2 block
101 | O=C(Nc1cccc2ncccc12)c1ccc(Cl)cc1 | 0.77 | i
102 | O=C(Cc1cccs1)NNC(=S)NC(=O)c1ccccc1 | 0.94 | i
103 | CC1=C(C(=O)OCc2ccccc2)C(/C=C/c2ccccc2)NC(=S)N1 (stereo unspecified) | -2.5 | i
104 | COc1ccc(OC)c(CCNC(=O)C(C)n2nc(C)c3c(C)n(-c4ccc(C)cc4)nc3c2=O)c1 (stereo unspecified) | -0.93 | i
105 | CCOc1cc(-c2noc(N)c2C(=O)OC)cc(OCC)c1OCC | -0.05 | i
106 | O=C1NC(=O)/C(=C\c2ccc(Sc3ccc(Cl)cc3)o2)N1 | 1.4 | i
107 | CN1CCN(C(=O)C2=C[C@H](c3csc4ccccc34)C[C@H](OCCCCO)O2)CC1 | 2.1 | i
108 | CCCCCCCNC(=O)C1(CC2CC(c3ccc(Cl)cc3)=NO2)CCN(C(=O)c2cc(OCC)c(OCC)c(OCC)c2)CC1 (stereo unspecified) | 0.02 | i
109 | C=CCNC(=O)COC(=O)c1cccnc1Nc1ccccc1F | -0.29 | i
110 | CCOc1ccc(NC(=O)CNc2ccc(C)cc2Cl)cc1 | -0.15 | i

no. | mol | Kir21 inh | KCNQ2 block
111 | COc1cc(CNCCN2CCOCC2)ccc1OCc1cccc(Cl)c1 | -2.8 | i
112 | CC1CCc2cc(F)ccc2N1C(=O)CSc1nnc2c3cc(F)ccc3n(C)c2n1 (stereo unspecified) | 0.99 | i
113 | C/C(=N/NC(=O)Nc1ccccc1)c1ccc(C)cc1 | -1.4 | i
114 | CN(C)/C=N/c1cc(=O)n(Cc2ccccc2)c(=O)n1C | 1.1 | i
115 | NS(=O)(=O)c1ccc(OC(=O)CNC(=O)OCc2ccccc2)cc1 | -1.4 | i
116 | COC(=O)CC(NC(=O)C1CC1)c1ccc2c(c1)OCO2 (stereo unspecified) | 0.74 | i
117 | COc1ccc(C(=O)N/C(=C\c2ccco2)C(=O)NCc2ccco2)cc1 | -0.97 | i
118 | CCn1nc(C(=O)NCCc2ccc(S(N)(=O)=O)cc2)c2ccccc2c1=O | -1.3 | i
119 | CC(C)c1ccc(NC2CCCN(C(=O)c3cnn(C(C)C)c3)C2)cc1 (stereo unspecified) | 0.36 | i
120 | CCSc1cc(N2CCCC2)nc(-c2ccccc2Cl)n1 | -0.58 | i
121 | Nc1cc(N)nc(SCC(=O)c2ccccc2)n1 | 0.04 | i
